Screens: PubChem BioAssay, National Center for Advancing Translational Sciences (NCATS)
IL2 activator – activates IL-2 in a cell-based reporter assay. IL-2 activation reporter assay, cell-based qHTS; stimulated with anti-CD3/CD4/CD28 beads; in transgenic mouse T cells. activation, % (series mostly up to about 46 µM). AID 652025. 360,000 compounds, 0.065% hits; in the data active = activation above about 50%; inconclusive = mostly about 30% to 49%; also: 0% is about no effect
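Quantitative HTS in unstimulated transgenic mouse T cells, with memory T cells as non-tolerant control and PMA/ionomycin as tolerance-bypass control. Compound pretreatment lasted 60 minutes before 18 h bead stimulation; EGFP/DsRed fluorescence read.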
PI5P4K alpha inh – blocks human PI5P4K alpha kinase activity | P48426 | PI5P4Kalpha enzyme, ADP-Glo luminescence, 60 min; active compounds read low | max response, % | 330,000 compounds, 1.2% hits; active = max response of -50% or lower; inconclusive = between -30% and -50%; inactive = -30% or higher; also: value at the top dose of about 77 µM; % is scaled to controls: 0 for no effect and ±100 for the full control effect
Target sequence (P48426 whole entry, looked up): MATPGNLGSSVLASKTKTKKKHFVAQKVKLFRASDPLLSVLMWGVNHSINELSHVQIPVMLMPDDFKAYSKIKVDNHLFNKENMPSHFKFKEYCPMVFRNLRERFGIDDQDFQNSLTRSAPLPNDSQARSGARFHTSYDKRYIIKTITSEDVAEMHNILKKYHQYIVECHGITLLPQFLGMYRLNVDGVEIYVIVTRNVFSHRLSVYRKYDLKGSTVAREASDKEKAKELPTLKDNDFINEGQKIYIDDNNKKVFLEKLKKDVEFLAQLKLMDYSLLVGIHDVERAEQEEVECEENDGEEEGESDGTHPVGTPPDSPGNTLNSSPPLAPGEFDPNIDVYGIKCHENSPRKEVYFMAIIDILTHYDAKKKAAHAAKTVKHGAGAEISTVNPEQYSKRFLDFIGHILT
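Reactions run in 0.038 M HEPES pH 7.4, 0.28 mM EGTA, 0.1% CHAPS and 5% DMSO, with PI5P4Kalpha, substrate, compound and 5 microM ATP final, one hour at room temperature. Readout is ADP-Glo luminescence.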
GLP-1R inv ag – GLP-1 receptor (human) inverse agonism; HEK293 GLP-1R CRE-luciferase, luminescence, 24 h; GLP-1R form is constitutively active; Potency, µM (doses to about 38.3 µM), for the others: at the highest dose activity change, negative = inhibition, most hits filed as inhibitors; 410,000 compounds, 1.6% hits; AID 624417; also: potency is read from the fitted curve at half-maximal effect; % is scaled to controls: 0 for no effect and ±100 for the full control effect; nearly all actives have a fitted effect of over 55% in size
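HEK293 cells stably co-expressing a cAMP-responsive luciferase reporter and constitutively active GLP-1R were seeded, incubated 12 h, then exposed to compounds for 24 h at 37 C. Luminescence was read 12 min after detection reagent; inverse agonists lower signal.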
WRN helicase inh – blocks human WRN helicase; 360,000 compounds, 0.46% hits; Q14191; WRN helicase unwinding, fluorescent forked duplex, kinetic; Potency, µM (top dose mostly 114 µM), inactives show at the top dose activity change, negative = inhibition, most hits filed as inhibitors; also: potency is read from the fitted curve at half-maximal effect; % is scaled to controls: 0 for no effect and ±100 for the full control effect; nearly all actives have a fitted effect of over 55% in size
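Screening of the MLSMR collection measured strand separation of a quenched forked DNA duplex (100 nM) by 20 nM WRN with 2 mM ATP, all final. Compounds were preincubated with enzyme 15 min at room temperature.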
GLP-1R agonist – agonists of human GLP-1 receptor; P43220; HEK293 GLP-1R CRE-luciferase, luminescence, 4-6 h; cells express a hypersensitive GLP-1R form; Potency, µM (top dose mostly 45.6 µM), for inactives: top-dose activation, actives largely listed as activators; 380,000 compounds, 0.007% hits; AID 624172; also: potency is read from the fitted curve at half-maximal effect; % of control where 0% means no effect
DRD3 agonist – agonists of human D3 dopamine receptor; P35462; D3R DiscoveRx beta-arrestin cells, luminescence, 90 min; AID 652048; max activation, %; 410,000 compounds, 0.58% hits; in the data active = max activation above about 30%; also: 0% is about no effect; mostly tested at two doses, the higher about 12 µM
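Agonist-mode cell screen: cells plated at 1500/well and incubated overnight at 37 °C, then exposed to library compounds for 90 min at 37 °C. Detection reagent was added for 30–60 min at room temperature, and luminescence was read.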
GLP1R cytotox – cytotoxicity in counter-screen for GLP-1R inverse agonists. AID 624418. Potency, µM (doses to about 38.3 µM), without a hit: at the highest dose activity change, negative = inhibition, actives largely listed as inhibitors. 410,000 compounds, 0.13% hits. HEK293 cAMP-luciferase reporter cells, luminescence, 24 h;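 also: loss of luciferase light is scored as toxicity; potency is read from the fitted curve at half-maximal effect; % is scaled to controls: 0 for no effect and ±100 for the full control effect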
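1536-well qHTS counterscreen of the MLSMR; 200 cells/uL, 12 h pre-incubation, 23 nL cpd, 24 h at 37 deg C 5% CO2, luciferase detection reagent, 12 min RT, luminescence. Inhibition = undesired.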
PLK1 PBD inh – PLK1 (human) polo-box domain binding inhibition; P53350; Plk1 PBD binding of FITC phosphopeptide, fluorescence polarization; Potency, µM, for inactives: max response, negative = inhibition, hits mostly inhibitors; 360,000 compounds, 2.8% hits; AID 720504; also: potency is read from the fitted curve at half-maximal effect; series mostly up to about 57 µM; % is scaled to controls: 0 for no effect and ±100 for the full control effect; nearly all actives have a fitted effect of over 65% in size
Target sequence (P53350 whole entry, looked up, the tested form may be a part): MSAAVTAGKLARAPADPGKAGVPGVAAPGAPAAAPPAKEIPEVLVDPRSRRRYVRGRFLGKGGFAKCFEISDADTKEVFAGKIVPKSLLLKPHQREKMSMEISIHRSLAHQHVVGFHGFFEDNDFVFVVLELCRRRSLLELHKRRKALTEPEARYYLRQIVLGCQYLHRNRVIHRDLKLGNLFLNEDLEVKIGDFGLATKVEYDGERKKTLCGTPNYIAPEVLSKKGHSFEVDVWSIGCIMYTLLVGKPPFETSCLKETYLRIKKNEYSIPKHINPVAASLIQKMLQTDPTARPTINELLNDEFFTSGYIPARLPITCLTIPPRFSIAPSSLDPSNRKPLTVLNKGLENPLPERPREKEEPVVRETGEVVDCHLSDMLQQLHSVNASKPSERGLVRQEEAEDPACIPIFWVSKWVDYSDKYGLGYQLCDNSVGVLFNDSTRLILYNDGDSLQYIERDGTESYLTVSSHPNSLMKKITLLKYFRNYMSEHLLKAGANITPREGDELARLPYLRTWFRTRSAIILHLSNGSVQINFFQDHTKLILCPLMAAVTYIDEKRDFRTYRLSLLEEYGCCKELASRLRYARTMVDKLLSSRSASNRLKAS
DRD3 antagonist – antagonists of human D3 dopamine receptor | P35462 | D3R cells, DiscoveRx beta-arrestin luminescence, antagonist mode; active compounds read low | max response, negative = inhibition, % | 360,000 compounds, 2.5% hits | AID 652054; in the data active = max response below about -50%; inconclusive = no clear call, values can overlap the other calls; also: % is scaled to controls: 0 for no effect and ±100 for the full control effect; mostly tested at two doses, the higher about 12 µM
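Cells expressing the human receptor were seeded at 1500 cells/well, incubated overnight at 37 degrees C in 5% CO2, then exposed to library compounds with dopamine controls for 90 minutes at 37 degrees C before luminescent detection.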
* hit, by the source's call; ? = inconclusive; . = not tested or not shown; [ ] = another dose, or the depositor's remark. Unless noted, calls follow the shape of the dose curve; as a rule, active = well fitted curve in the direction sought with a large enough effect; inconclusive = small, poorly fitted or top-dose-only effect, or another doubt; inactive = no such curve, though single readings can be large; an effect the other way counts as inactive or inconclusive. This is a random part of the collection; 7.8% or so of the library scored in one or more.

1. COc1ccc(Oc2coc3cc(OC(=O)c4cncc(Br)c4)ccc3c2=O)cc1
2. O=C(NCCO)/C(=C\c1cccs1)NC(=O)c1cccs1
3. CCC1=C(OC(=O)N(CC)CC)N2C(=O)OC(=NCCc3c[nH]c4ccccc34)[C@]2(Cc2ccccc2)[C@H]2C1=CC[C@H]1C(=O)N(C)C(=O)[C@H]12
4. CCN1C(=O)[C@H]2[C@@H](c3ccc(C)cc3)N3C(=O)N(c4cccc(Br)c4)C(=O)[C@@]3(C)[C@H]2C1=O
5. CC(C)[C@H](NC(=O)c1c(F)cccc1F)C(=O)OCC(=O)NC(=O)NC1CCCC1
6. CCC1CCCCN1C(=O)CSc1nnc(CNC(=O)c2c(F)cccc2Cl)o1 (stereo not given)
7. CN1CCN(C(=O)Nc2ccc([N+](=O)[O-])cc2)CC1
8. Cc1ccccc1-c1nc2ccccc2[nH]1

assay / compound	1	2	3	4	5	6	7	8
IL2 activator	-1.7	-1.3	-0.2	2.6	-0.8	-0.1	-0.9	-0.2
PI5P4K alpha inh	-13	2	7	0	0	2	-1	-6
GLP-1R inv ag	13%	0%	?	-10%	14%	-2%	-25%	-8%
WRN helicase inh	10%[57.1 µM]	-12%	-3%	-4%	-22%	5%	-11%	-6%
GLP-1R agonist	-13%	0%	-5%	-4%	13%	0%	-2%	5%
DRD3 agonist	-2	0	-5	2	14	1	-7	-3
GLP1R cytotox	-3%	1%	-4%	2%	8%	4%	8%	2%
PLK1 PBD inh	-7%	3%	-10%	3%	3%	-14%	-23%	-3%
DRD3 antagonist	-5	-11	-18	-9	0	-10	-4	0

The last three entries of the section above open the next one:
6. CCC1CCCCN1C(=O)CSc1nnc(CNC(=O)c2c(F)cccc2Cl)o1 (stereo not given)
7. CN1CCN(C(=O)Nc2ccc([N+](=O)[O-])cc2)CC1
8. Cc1ccccc1-c1nc2ccccc2[nH]1
9. COc1ccc(C(=O)c2c(-c3ccc(OC)cc3)oc3ccc(-c4cc(OC)c(OC)c(OC)c4)cc23)cc1
10. COc1ccccc1C(=O)NNS(=O)(=O)c1ccc(F)cc1
11. COC(=O)c1nn(-c2cccc(C(F)(F)F)c2)ccc1=O
12. O=C(CCOc1ccccc1)Nc1ccccc1F
13. O=[N+]([O-])c1cccc2ccc(/C=C/c3ccc(F)cc3)nc12
14. COc1ccccc1N1C(=O)C2C3C=CC(C3)C2C1=O (stereo not given)
15. CN(CC(=O)Nc1ccccc1Cl)C(=O)COC(=O)/C=C/c1ccccc1
16. COC(=O)c1ccc(N2CCN(S(=O)(=O)c3ccc(Br)cc3)CC2)c([N+](=O)[O-])c1

assay / compound	6	7	8	9	10	11	12	13	14	15	16
IL2 activator	-0.1	-0.9	-0.2	-0.7	-2.0	-2.7	0.2	-5.1	-0.5	0.3	-2.6
PI5P4K alpha inh	2	-1	-6	2	0	2	-1	12	9	0	1
GLP-1R inv ag	-2%	-25%	-8%	?	3%	17%	4%	?	-9%	-2%	?
WRN helicase inh	5%	-11%	-6%	1%	-2%	-6%	3%	-8%	2%	-26%	-9%
GLP-1R agonist	0%	-2%	5%	3%	5%	-2%	0%	1%	-2%	2%	1%
DRD3 agonist	1	-7	-3	22	-2	-3	2	-18	2	0	6
GLP1R cytotox	4%	8%	2%	-22%	-1%	22%	2%	-5%	-7%	3%	4%
PLK1 PBD inh	-14%	-23%	-3%	0%	-4%	1%	-9%	-8%	-7%	-14%	-3%
DRD3 antagonist	-10	-4	0	62	14	0	-2	?	0	0	-12

17. CCOC(=O)C1CCCN(C(=O)c2ccc3c(c2)OCCO3)C1 (stereo not given)
18. CN1CCN(S(=O)(=O)c2ccc(N3CCN(S(=O)(=O)/C=C/c4ccccc4)CC3)nc2)CC1
19. COC(=O)c1cc(C(=O)c2ccc(Cl)cc2Cl)cn1C
20. COc1cc(OC)cc(C2=NC3(CCC(C)CC3)NC2=S)c1 (stereo not given)
21. COC(=O)c1cccc(NS(=O)(=O)c2ccc(OC)c(C(=O)N3CCOCC3)c2)c1C
22. Cc1ccccc1C(=O)c1cccn1CC(=O)NCCC1=CCCCC1
23. O=S(=O)(c1ccccc1Cl)N1CCCC(c2nc(-c3cccnc3)no2)C1 (stereo not given)
24. CCCn1c(=N)n(CC(=O)c2ccc(OCC(=O)OC)cc2)c2ccccc21

assay / compound	17	18	19	20	21	22	23	24
IL2 activator	-2.5	-2.5	-1.0	-0.3	1.0	0.6	-0.6	-1.0
PI5P4K alpha inh	-2	.	-2	2	-11	-12	.	0
GLP-1R inv ag	0%	7.9µM*	0%	?	8%	?	3%	2%
WRN helicase inh	-1%	3%	6%	2%	-2%	10%	-9%	1%
GLP-1R agonist	-7%	-3%	6%	25%	-2%	3%	12%	6%
DRD3 agonist	5	2	1	1	1	0	2	4
GLP1R cytotox	4%	-14%	-4%	-1%	2%	-4%	13%	2%
PLK1 PBD inh	-4%	1%	5%	-13%	-6%	-13%	-2%	-10%
DRD3 antagonist	-7	9	39	20	3	-4	?	27

25. O=C(NC(=S)Nc1ccc2oc(-c3ccncc3)nc2c1)c1ccccc1F
26. Cc1cc(C)c(S(=O)(=O)N2CCC(C(=O)NCc3ccc(Cl)cc3Cl)CC2)c(C)c1
27. Cc1cc(C)nc(SCc2ccc(C(=O)N/N=C/c3cccc(O)c3O)cc2)n1
28. CC1CC1C(=O)OCC(=O)NC(=O)c1ccc(C(C)(C)C)cc1 (stereo not given)
29. COc1ccnc2c1c(=O)n(Cc1c(F)cccc1Cl)c(=O)n2C
30. CCC(C(=O)OCc1csc(CC(=O)Nc2ccccc2C)n1)c1ccccc1 (stereo not given)
31. CCOc1ccccc1N1CCN(C(=O)CCNS(=O)(=O)c2ccccc2F)CC1
32. COC(=O)c1ccccc1NC(=O)CCc1ccccc1

assay / compound	25	26	27	28	29	30	31	32
IL2 activator	3.1	-1.2	-1.4	0.7	0.4	-0.5	-2.6	-4.6
PI5P4K alpha inh	-2	.	?	1	-5	-2	-7	0
GLP-1R inv ag	25%	?	-1%	-17%	2%	?	-8%	?
WRN helicase inh	16%	-14%	-29%[57.1 µM]	0%	2%	2%	19%	-6%
GLP-1R agonist	2%	1%	0%	15%	-2%	-6%	-3%	7%
DRD3 agonist	-8	-1	3	39*	-2	-5	1	-21
GLP1R cytotox	-5%	3%	?	-5%	-34%	0%	-4%	12%
PLK1 PBD inh	-10%	-5%	0%	-1%	0%	7%	-1%	-2%
DRD3 antagonist	-11	7	6	19	19	-2	19	-13

33. COc1ccccc1-n1c(C)cc(/C=C2\C(=N)N3N=C(CC(=O)N4CCOCC4)SC3=NC2=O)c1C
34. CCC(Oc1ccccc1F)C(=O)NCCN1CCOCC1 (stereo not given)
35. C=CCNc1nc(Cl)nc(Nc2ccc(OC)cc2OC)n1
36. C/C(Cl)=C\Cn1c(Nc2cccc(C)c2)nc2c1c(=O)n(C)c(=O)n2C
37. Cc1ccccc1S(=O)(=O)Oc1cccc2c(O)cccc12
38. CCOC(=O)C1(CCOC)CCN(Cc2ccccc2-c2ccco2)CC1
39. COC(=O)[C@@]1(Cc2ccc(F)cc2)[C@H]2c3cc(C(=O)N(C)C)n(Cc4ccsc4Br)c3C[C@H]2CN1C(=O)c1ccccc1
40. CCN1CNC(=S)N(c2cccc(C)c2)C1

assay / compound	33	34	35	36	37	38	39	40
IL2 activator	1.7	0.1	0.9	-1.2	0.5	-2.4	-0.7	1.3
PI5P4K alpha inh	0	1	3	.	-4	-1	13	-3
GLP-1R inv ag	3%	8%	36%[activator]	-25%	-28%	?	?	5%
WRN helicase inh	-2%	20%	10%	-6%	-9%	6%	-4%	-24%
GLP-1R agonist	-3%	1%	?	-1%	-2%	7%	0%	-11%
DRD3 agonist	-2	-15	8	8	-3	-11	-5	4
GLP1R cytotox	-27%	-4%	-7%	2%	-10%	-13%	-20%	14%
PLK1 PBD inh	-5%	-6%	-3%	0%	-4%	-7%	-1%	-19%
DRD3 antagonist	-9	-16	1	6	-12	-11	16	-5

41. COc1ccc(CCNC(=O)CN(c2ccccc2)S(C)(=O)=O)cc1
42. Fc1ccccc1OCCCCSc1ncccn1
43. CCNS(=O)(=O)c1ccc(CCC(=O)N2CCN(c3cccc(Cl)c3)CC2)cc1
44. Cc1sc(NC(=O)CSC2=NCCS2)nc1-c1ccccc1
45. Cc1c(NC(=O)c2n[nH]c(=O)c3ccccc23)c(=O)n(-c2ccccc2)n1C

assay / compound	41	42	43	44	45
IL2 activator	0.6	-4.3	-0.7	-1.6	-2.0
PI5P4K alpha inh	4	0	-3	6	-13
GLP-1R inv ag	-17%[7.66 µM]	-5%	?	-21%	50%[activator]
WRN helicase inh	-5%	-13%	-20%	4%[57.1 µM]	5%
GLP-1R agonist	6%	3%	-8%	1%	-9%
DRD3 agonist	-4	-4	7	-2	-4
GLP1R cytotox	8%[7.66 µM]	3%	-9%	12%	5%
PLK1 PBD inh	-13%	?	-2%	-11%	-6%
DRD3 antagonist	-16	8	17	-6	28
